# N370S GC: inhibits or activates N370S mutant glucocerebrosidase | Potency, µM (top dose mostly 59.4 µM), inactives show top-dose activity change, negative = inhibition, usual class: inhibitors | P04062 | hit rate 0.092% among 330,000 | N370S GC spleen homogenate, 4MU-glucoside fluorescence;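 also: 0% = full enzyme activity and -100% = no enzyme basal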
# TDP1 block: blocks human tyrosyl-DNA phosphodiesterase 1; Q9NUW8; recombinant TDP1, AlphaScreen DNA substrate cleavage; Potency, µM (titrated, usually from 130 µM), without a hit: at the top dose activity change, negative = inhibition, most hits filed as inhibitors; hit rate 0.28% among 350,000; AID 485290; also: nearly all actives have a fitted effect of over 40% in size
# Target sequence (Q9NUW8 whole entry, looked up): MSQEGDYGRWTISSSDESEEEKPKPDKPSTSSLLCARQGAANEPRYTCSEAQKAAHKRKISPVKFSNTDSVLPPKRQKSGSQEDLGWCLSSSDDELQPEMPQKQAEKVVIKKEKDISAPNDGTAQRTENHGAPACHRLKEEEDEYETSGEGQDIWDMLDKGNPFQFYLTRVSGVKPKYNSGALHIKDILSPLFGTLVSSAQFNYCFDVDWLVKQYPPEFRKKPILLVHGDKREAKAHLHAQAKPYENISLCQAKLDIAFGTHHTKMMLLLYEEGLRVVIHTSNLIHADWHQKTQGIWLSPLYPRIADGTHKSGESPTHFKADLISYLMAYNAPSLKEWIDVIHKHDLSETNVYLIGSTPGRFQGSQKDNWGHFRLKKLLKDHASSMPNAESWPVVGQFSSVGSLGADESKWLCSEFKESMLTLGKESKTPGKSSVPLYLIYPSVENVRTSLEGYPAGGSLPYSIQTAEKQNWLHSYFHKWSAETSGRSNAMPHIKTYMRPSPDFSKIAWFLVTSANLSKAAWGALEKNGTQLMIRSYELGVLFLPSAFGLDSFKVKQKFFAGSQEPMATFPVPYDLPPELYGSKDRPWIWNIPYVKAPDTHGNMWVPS
#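 E. coli-derived human Tdp1, 1 nM final. Cpd preinc 15 min RT; substrate 15 nM final, 5 min RT; AS bead mix 10 ug/ml final, 10 min RT. Signal loss = tyrosine-FITC cleavage. No-enzyme wells = max signal.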
# FEN1 inh: inhibitors of human flap endonuclease 1 | Potency, µM (highest dose often 114 µM), inactives show top-dose activity change, negative = inhibition, most hits filed as inhibitors | hit rate 0.35% among 390,000 | AID 588795 | Recombinant FEN1 flap cleavage, fluorescence, 15 min; also: nearly all actives have a fitted effect of over 65% in size
# Target sequence (P39748 whole entry, looked up): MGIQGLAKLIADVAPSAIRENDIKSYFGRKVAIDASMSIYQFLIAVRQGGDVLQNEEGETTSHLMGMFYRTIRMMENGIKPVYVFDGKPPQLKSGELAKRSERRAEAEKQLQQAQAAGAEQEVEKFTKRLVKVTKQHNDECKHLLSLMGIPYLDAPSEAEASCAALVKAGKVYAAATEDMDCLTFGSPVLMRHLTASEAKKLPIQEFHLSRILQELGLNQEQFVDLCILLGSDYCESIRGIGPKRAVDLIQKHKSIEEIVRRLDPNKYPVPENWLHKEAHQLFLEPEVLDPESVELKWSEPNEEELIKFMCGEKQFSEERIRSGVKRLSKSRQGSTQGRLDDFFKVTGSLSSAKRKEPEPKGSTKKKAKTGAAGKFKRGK
#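 Enzyme 10 nM, 15 min RT preincubation with compound; start with substrate 50 nM final; reads at 0 and 15 min; qHTS titration, four-parameter Hill fit.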
# The depositor's hits bear a star; ? = inconclusive; / = no result given; & = joins results of further samples; [ ] = remark or other dose. Calls follow the shape of the dose curve; as a rule, active = well fitted curve in the direction sought with a large enough effect; inconclusive = small, poorly fitted or top-dose-only effect, or another doubt; inactive = no such curve, though single readings can be large; an effect the other way counts as inactive or inconclusive. Unless noted, % is scaled to controls: 0 for no effect and ±100 for the full control effect; potency is read from the fitted curve at half-maximal effect.
SMILES,N370S GC,TDP1 block,FEN1 inh
CCOc1ccc(NC(=O)CNC(=O)COc2ccccc2)cc1,-1.4%,0.0%,-8.1%
COC(=O)C1CSC(C(=O)OC)N1C(=O)Nc1c(C)cccc1C (stereo not given),2.0%,0.0%,-0.3%
Cc1ccc(OC(F)F)c(NC(=O)Nc2ccc3c(c2)OCO3)c1,3.0%,2.0%,-1.9%
O=C(O)CC(C(=O)O)c1ccc(OCCCCOc2ccc(C(CC(=O)O)C(=O)O)cc2)cc1 (stereo not given),8.7%,28.2µM*,8.5%
O=C(Nc1ccc(Cl)cn1)c1ccc(-c2cc(Cl)ccc2Cl)o1,-16.7%,-1.0%,41.9%[activator]
CCCCOC(=O)c1ccc(NC(=S)NC(=O)c2ccco2)cc1,1.9%,2.8%,-0.9%
CCc1ccc(N2CC(C(=O)Nc3cc(C)ccc3F)CC2=O)cc1 (stereo not given),-8.6%,8.4%,-7.0%
O=C(O)c1ccccc1OP(=O)(O)O,-0.8%,9.0%&7.4%[56.1 µM],/
CSc1nc(C)cc(SC(C(C)=O)C(=O)Nc2ccccc2)n1 (stereo not given),13.6%,-1.0%,6.7%
O=C(COC(=O)c1ccccc1-n1cnnn1)c1ccc(Br)cc1,10.0%,/,0.9%
Cc1c(NC(=O)CN2C(=O)c3ccc([N+](=O)[O-])cc3C2=O)c(=O)n(-c2ccccc2)n1C,-3.7%,4.6%,1.2%
CCOC(=O)C1CCN(C(=O)c2ccc(Cl)c(NC3=NC4CS(=O)(=O)CC4S3)c2)CC1 (stereo not given),1.1%,1.3%,-2.5%
CCOCCn1ccc2c(OCC(=O)NCc3ccc(F)cc3)cccc2c1=O,/,-2.6%,-3.3%
COC(=O)C1OC(=O)C2OC23[C@]2(C)C(O)CC4C(C)(C)C(OC(C)=O)CC(OC(C)=O)[C@@]4(C)C2CC[C@@]13C (stereo not given in full),-7.4%&-0.5%,6.2%&7.2%,/
COc1ccccc1N1CCN(C2CCN(S(=O)(=O)c3ccc(C)cc3)CC2)CC1,-0.7%,/,-0.6%
COc1ccc(Cc2noc(CN3CCNC(=O)CC3)n2)cc1OC,3.4%,0.0%,-10.7%
COc1ccc(CNC(=O)CSCc2cnn(-c3ccccc3)c2-n2cccc2)cc1,10.6%,6.0%,-9.6%
S=C(NCCc1ccccc1)Nc1ccc(Cl)cc1Cl,15.1%,2.9%,2.9%
CCOC(=O)c1[nH]c2ccccc2c1NC(=O)c1ccccc1OC,/,8.8%,-22.3%
Cc1nonc1CC(=O)N1CCCC(C(=O)c2cccc(C(F)(F)F)c2)C1 (stereo not given),12.8%,8.1%,25.3%
CCC(=O)c1cn(CC(=O)Nc2cccc(OC)c2)c2ccccc12,-1.5%,/,4.9%
COCCn1c(C)cc(C(=O)COC(=O)c2ccc3ncsc3c2)c1C,-14.6%,3.1%,-16.7%
CCc1c(CN2CCN(c3ccccc3F)CC2)csc1C,/,5.1%,13.1%
COc1ccc(C(=O)c2nc3c(n2O)CCCCC3)cc1,-3.4%,7.0%,9.8%
CCO[C@@H]1OC(C(=O)Nc2ccccc2)=C[C@H](c2csc3ccccc23)[C@H]1CCCO,-4.1%,5.1%,-22.2%

# Later entries:
SMILES,N370S GC,TDP1 block,FEN1 inh
Cc1nc([N+](=O)[O-])c(Br)n1CC(=O)c1ccc(F)cc1,-19.8%,0.0%,4.4%
N#Cc1ccc(S(=O)(=O)N2CCC(N3CCCCC3)CC2)cc1,-0.4%,0.6%,11.4%
O=C(CN1CCS(=O)(=O)CC1)NNC(=O)C1CCCCC1,-5.2%,-2.9%,-11.7%
Cc1ccccc1Nc1nnc(SCC(=O)NC(=O)NCc2ccco2)s1,-9.4%,-1.0%,?
COCc1c(C(=O)N/N=C\c2cccs2)nnn1-c1nonc1N,1.9%,/,-4.0%
CS(=O)(=O)N1CCC(C(=O)Nc2ccc(C(F)(F)F)cc2)CC1,-24.2%,0.0%,3.5%
COCCCN(C(=O)c1ccccc1)c1nc(-c2ccc(OC)cc2)cs1,11.4%,0.9%,?
O=C(CN(c1cc(Cl)ccc1Cl)S(=O)(=O)c1ccccc1)N1CCOCC1,-0.3%,1.9%,13.8%
Cc1ccc(-c2c3c(=O)n(C)c(=O)n(C)c3c3c(C(F)(F)F)nc4ccccc4n23)cc1,/,-3.2%,-3.7%
Cc1ccc(NC(=O)C/C(N)=N/OC(=O)Nc2cccc(Cl)c2)cc1,/,0.3%,9.0%
Cc1cc(C)c(-c2csc(NC(=O)COC(=O)c3ccc4c(c3)OCO4)n2)c(C)c1,15.2%,4.5%,-18.3%
C/C(Cl)=C\Cn1c(N2CCCC2)nc2c1c(=O)[nH]c(=O)n2C,-13.4%,6.7%,-1.0%
Clc1ccc(Nc2nc(C3CC3)cs2)cc1,2.6%,9.2%,-15.4%
C#CCSc1nc(=O)c2cccnc2n1-c1ccc(C)cc1,-28.0%,1.4%,11.8%
COC(=O)c1ccc(CN2CCCC(C(=O)Nc3cccc(-n4cnnn4)c3)C2)cc1 (stereo not given),2.7%,2.1%,-9.7%
O=C(CN1C(=O)S/C(=C\c2ccccc2F)C1=O)NC1C=CS(=O)(=O)C1 (stereo not given),0.5%,1.3%,0.7%
CC(C)Sc1n[nH]c(=O)n1-c1ccccc1,5.2%,2.6%,21.4%
CN(C(=O)c1ccc(Cl)c(S(=O)(=O)N2CCOCC2)c1)c1ccccc1C(=O)O,1.8%,2.1%,4.4%
COc1cccc(C(=O)Nc2ccc(NC(C)=O)cn2)c1,-0.7%,9.1%[56.1 µM],3.6%
Cc1noc(C)c1COc1ccccc1C(=O)NNC(=O)C(C)Oc1ccccc1F (stereo not given),-10.1%,-4.7%,0.8%
Cc1ccccc1CNC(=O)Cn1c(C)c2cnn(-c3ccccc3)c(=O)c2c1C,/,2.5%,-0.3%
CC(C)(C)[C@@H]1CCC(=O)N(CC[C@H](Sc2ccccc2)c2ccccc2)CC1,?,/,-6.3%&-8.0%
C(=C\c1ccccc1)/C=N/N1CCN(Cc2ccccc2)CC1,-2.0%,6.0%,7.7%
CCOC(=O)C1(Cc2ccccc2)CCCN(Cc2ccc(OCCO)cc2)C1 (stereo not given),9.1%,-3.7%,-4.4%
COc1cccc(NC(=O)CSc2nc3ccccc3c(=O)n2CCCC(=O)NCC2CCCO2)c1 (stereo not given),-7.5%,0.6%,11.5%

# Three compounds picked at random from those above:
SMILES,N370S GC,TDP1 block,FEN1 inh
O=C(CN1CCS(=O)(=O)CC1)NNC(=O)C1CCCCC1,-5.2%,-2.9%,-11.7%
COc1cccc(NC(=O)CSc2nc3ccccc3c(=O)n2CCCC(=O)NCC2CCCO2)c1 (stereo not given),-7.5%,0.6%,11.5%
CN(C(=O)c1ccc(Cl)c(S(=O)(=O)N2CCOCC2)c1)c1ccccc1C(=O)O,1.8%,2.1%,4.4%

# An excerpt from above, showing only N370S GC.
Molecule,N370S GC
Cc1nc([N+](=O)[O-])c(Br)n1CC(=O)c1ccc(F)cc1,-19.8%
N#Cc1ccc(S(=O)(=O)N2CCC(N3CCCCC3)CC2)cc1,-0.4%
O=C(CN1CCS(=O)(=O)CC1)NNC(=O)C1CCCCC1,-5.2%
Cc1ccccc1Nc1nnc(SCC(=O)NC(=O)NCc2ccco2)s1,-9.4%

# Compound profiles (already shown).
# Entry for O=C(CN1C(=O)S/C(=C\c2ccccc2F)C1=O)NC1C=CS(=O)(=O)C1 (stereo not given) = N370S GC: 0.5%; TDP1 block: 1.3%; FEN1 inh: 0.7%
# Entry for Cc1cc(C)c(-c2csc(NC(=O)COC(=O)c3ccc4c(c3)OCO4)n2)c(C)c1 = N370S GC: 15.2%; TDP1 block: 4.5%; FEN1 inh: -18.3%
# Entry for Cc1c(NC(=O)CN2C(=O)c3ccc([N+](=O)[O-])cc3C2=O)c(=O)n(-c2ccccc2)n1C = N370S GC: -3.7%; TDP1 block: 4.6%; FEN1 inh: 1.2%

# Other records
SMILES,N370S GC,TDP1 block,FEN1 inh
CS(=O)(=O)c1ccc2nc(NC(=O)c3cc([N+](=O)[O-])cc([N+](=O)[O-])c3)sc2c1,-1.1%,/,12.5%
Nc1c2c(nn1-c1ccc(F)cc1)CSC2,0.7%,0.7%,0.7%
COc1ccccc1CCNc1ncnc2nc[nH]c12,/,0.6%,-14.6%
CCCOc1ccccc1C1NC(=O)NC(C)=C1C(=O)OCCOC (stereo not given),19.7%,6.9%,8.3%
COc1ccc(CNCC(O)(c2ccc(Cl)cc2)c2ccc(Cl)cc2)cc1OC,-17.4%,0.0%,-12.7%
CC1Cc2ccccc2N1C(=O)CCNS(=O)(=O)c1cccc2nsnc12 (stereo not given),1.8%,1.0%,3.3%
COC(=O)c1ccccc1NC(=O)c1cc2ncc(Br)cn2n1,-10.6%,?,-9.6%
CCOC(=O)C1CCN(S(=O)(=O)c2cc(-c3onc(C)c3C)ccc2C)CC1,/,5.3%,-18.6%
CCCN(CCC)CCCNC(=O)CN1C(=O)CSc2ccc(S(=O)(=O)N3CCOCC3)cc21,7.5%,-2.5%,-5.6%
CC(C)c1ccc(C(C)NC(=S)NC2CCCCC2)cc1 (stereo not given),-6.0%,2.9%,0.0%
NC1CONC1=O (stereo not given),3.5%&8.2%,13.5%&6.2%[56.1 µM],/
Cc1ccc(S(=O)(=O)Nc2cc(C)c(O)c(Sc3n[nH]c(C)n3)c2)cc1,-0.4%,7.2%,0.2%
CC(=O)Nc1ccc(C(=O)N/N=C/c2ccncc2)cc1,-2.9%,2.5%,-5.7%
O=C(NCc1ccco1)/C(=C\c1ccc(F)cc1)NC(=O)c1ccco1,-12.1%,5.6%,6.2%
Cc1ccc(-c2csc(NC(=O)c3ccc(-c4ccccc4)cc3)n2)o1,-24.5%,10.9%,-24.8%
Cc1cccc(C(=O)NNC(=O)C(=O)NC(C)(C)C)c1,8.5%,-2.0%,-11.0%
CC(NC(=O)/C(C#N)=C/c1ccc([N+](=O)[O-])o1)c1ccccc1 (stereo not given),-0.5%,7.8%,?
Cc1ccc(NC(=O)CN(C)C(=O)C2COc3ccccc3O2)cc1 (stereo not given),8.6%,6.1%,11.8%
COc1ccccc1C1C(C(N)=O)=C(C)Nc2nc(-c3ccc(Cl)cc3)nn21 (stereo not given),-2.2%,3.9%,12.2%
CC(C)CC(=O)Nc1ccccc1-c1nnn(CC(=O)N2CCOCC2)n1,-1.9%,-1.1%,3.3%
CC(=O)N/N=C/C1=CCC2CC1C2(C)C (stereo not given),-4.5%,-2.7%,16.9%
Cc1cc(C)c2c(C)c(C(=O)Nc3c(C)n(C)n(-c4ccccc4)c3=O)oc2c1,0.0%,5.1%,6.7%
Fc1ccc(NC(=S)N2CCOCC2)c(F)c1,3.0%,0.3%,-9.1%
CN(C)c1ccc(/C=C(\NC(=O)c2ccccc2)C(=O)NCc2cccnc2)cc1,-23.9%,1.8%[0.0935 µM],7.4%
O=C(O)CC/C(=N/NC(=O)c1cn(-c2ccccc2)nc1-c1ccccc1)C(=O)O,8.4%,-1.9%,4.7%

# Next section.
SMILES,N370S GC,TDP1 block,FEN1 inh
Cc1[nH]n(-c2ccccc2)c(=O)c1C=NCC1CCCO1 (stereo not given),4.1%,4.9%,-5.8%
COc1ccc(NC(=O)CCCc2nc(-c3ccco3)no2)c(OC)c1,/,4.7%,0.5%
CN(C)c1cccc(C(=O)NNC(=S)NC2CC3CCC2C3)c1 (stereo not given),10.3%,8.1%,-2.0%
CCCn1c(=O)[nH]c(=O)c2c(C(F)(F)F)cc(-c3ccc(C)cc3)nc21,9.9%,6.9%,1.5%
CC1CCN(CCCNC(=O)c2ccc(CSCc3cccc(Cl)c3)o2)CC1,-7.7%,7.0%,3.6%
Cc1c(-n2c(O)c(C3=c4ccccc4=NC3=O)sc2=O)c(=O)n(-c2ccccc2)n1C,-8.5%,?,-3.6%
CC1(CCc2ccccc2)NC(=O)N(CC(=O)Nc2ccccc2C#N)C1=O (stereo not given),/,-0.4%,2.7%
Cc1cc(NC(=O)CSc2nc3c(c(-c4cccnc4)c2C#N)CCC3)no1,9.8%,0.0%,-21.3%
CC(C)c1ccc(CNC(=O)CSCC(=O)Nc2ccc3ccccc3c2)cc1,-25.3%,7.3%,-30.5%
CCCc1nnc(NC(=O)CCC(=O)N2CCN(Cc3ccc(F)cc3)CC2)s1,0.1%,5.0%,-4.0%
COc1ccc(C2=CSC(/N=C/c3ccc(F)cc3)=NN2)cc1,1.0%,5.0%,13.2%
CCc1ccccc1-n1nnnc1SCC(=O)Nc1cc(C)on1,-9.8%,5.6%,-11.5%
Cn1c(=O)n(CCc2ccccc2)c(=O)c2c1nc1n2CCN1c1ccc(Cl)cc1,/,-5.2%,-2.3%
CCC1CC=CC2C1C(=O)N(Cc1ccccc1)C2c1ccoc1 (stereo not given),-9.6%,7.4%,-0.6%
COc1ccc(-n2c(C)cc(SC)c(C(C)=O)c2=S)cc1,2.3%,6.8%,7.6%
CCC(C)C(NC(=O)c1ccccc1NC(=O)c1ccco1)C(=O)O (stereo not given),2.3%,1.9%,0.1%
